CD40 NFkB inh: inhibitors of CD40-induced NF-kB signaling, primary screen, BL2 cells, luciferase reporter, single point; CD40L-induced, 4 h; inhibition, % at 10 µM; 83,000 compounds, 0.94% hits; AID 1053188, 2014;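 active means mean inhibition of at least 50% with a set share of replicates also reaching that level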;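 further: 0% = neutral control wells and 100% = IKK inhibitor VII at 50 µM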
Active calls of the source: *; & = joins results of further samples; [ ] = another dose, or the depositor's remark.

cpd	SMILES	CD40 NFkB inh
1	Cc1ccc(S(=O)(=O)N2C[C@@H](O)COC[C@H]3O[C@H](CC(=O)NCc4ccc5c(c4)OCO5)CC[C@@H]32)cc1	14[25 µM]
2	CCn1c(-c2cc(-c3cc(OC)ccc3OC)nc3ccccc23)n[nH]c1=S	3
3	CSCCC(NS(=O)(=O)c1ccccc1)C(=O)Nc1nccs1 (stereo not given)	-5
4	O=C(c1cccnc1)N1C[C@@H]2[C@H](c3ccccc31)[C@H](CO)N2C(=O)C1CCCCC1	2
5	C[C@@H]1CN([C@H](C)CO)C(=O)CCCn2cc(nn2)CO[C@H]1CN(C)C(=O)NC1CCCCC1	11[25 µM]
6	CCN(CC)C(=O)C1CCC(C)(C(=O)O)C1(C)C (stereo not given)	10
7	O=C(Nc1nc(-c2nc3ccccc3s2)cs1)C1CC1	-49
8	CN1CCN(C(=O)[C@@H]2[C@@H](CO)[C@@H]3Cn4c(ccc(C5=CCCC5)c4=O)[C@H]2N3S(C)(=O)=O)CC1	-5[25 µM]
9	CNC[C@@H]1Oc2c(NC(=O)Nc3cccc4ccccc34)cccc2C(=O)N([C@@H](C)CO)C[C@H]1C	-4[25 µM]
10	CCCCOc1ccc(/C=C/C(=O)N(CC)CC(=O)Nc2ccc3c(c2)OCCO3)cc1OC	8
11	O=C(CC(C(=O)O)c1ccccc1)Nc1cccc2ccccc12 (stereo not given)	13
12	Cc1cc(C)nc(NC(C)(C)C(=O)O)n1	5
13	COc1ccc(NC2CCCN(C(=O)c3ccccc3-c3ncc[nH]3)C2)cc1 (stereo not given)	6
14	CCC(=O)N1C[C@H]2[C@@H](c3ccccc31)[C@@H](CO)N2Cc1ccc(F)cc1	-8[25 µM]
15	C/C(CC(=O)Nc1cc(Cl)ccc1Cl)=N\NC(=O)c1ccccc1Br	-2
16	Fc1ccc(COc2ccccc2-c2ccnc3ncnn23)cc1	0
17	COCC#Cc1ccc2c(c1)O[C@H](CN(C)C(=O)COC)[C@@H](C)CN([C@H](C)CO)S2(=O)=O	-5[25 µM]
18	CC(=O)c1ccc(S(=O)(=O)NCCc2cn3ccc(C)cc3n2)cc1	7
19	CCC(=O)N1C[C@H](C)[C@H](OC)CN(C)C(=O)c2ccc(NC(=O)CC(F)(F)F)cc2OC[C@@H]1C	5[25 µM]
20	CN1C[C@H]2[C@@H](c3ccccc31)[C@@H](CO)N2C(=O)CN1CCOCC1	3[25 µM]
21	Cc1cc(C)n(C(C)CC(=O)Nc2ccc3c(c2)OCO3)n1 (stereo not given)	-17
22	CN(C)C(=O)c1cccc(-c2ccc3c(c2)[C@H]2[C@H](CCN2C(=O)C2CCCC2)[C@H](CO)N3)c1	-6
23	OCCN(Cc1ccccn1)Cc1ccccn1	12
24	Cc1c(C(=O)Nc2cnccn2)oc2ccccc12	-50
25	CC(C)c1ccccc1N=C1SCCN1C1CCS(=O)(=O)C1 (stereo not given)	0
26	CCN(C1CCS(=O)(=O)C1)S(=O)(=O)c1ccc2ccccc2c1 (stereo not given)	2
27	COc1ccc(Cl)cc1NC(=O)COC(=O)CNC(=O)C1CCCCC1	1
28	CSc1cccc(NC(=O)COC(=O)C2(c3ccccc3)CC2)c1	1
29	COc1ccccc1-c1ccc(C2[C@@H]3CN(S(=O)(=O)c4ccccc4OC)C[C@H]2N3)cc1 (stereo not given in full)	-8&5
30	O=C(NCc1ccco1)Oc1ccccc1	-16
31	C[C@@H]1CN([C@@H](C)CO)S(=O)(=O)c2ccc(C#Cc3ccc(F)cc3)cc2O[C@H]1CN(C)S(=O)(=O)c1cn(C)cn1	23[25 µM]
32	COCCN(C(=O)COC(=O)COc1ccc2ccccc2c1)c1c(N)n(Cc2ccccc2)c(=O)[nH]c1=O	-2
33	CCCN(CCO)Cc1cccc(Cl)c1	16
34	CCOCC(=O)Nc1ccc2c(c1)OCCO2	-44
35	O=C(Nc1nccs1)c1cc(-c2ccccc2)nc2ccccc12	16
36	O=C(Nc1ccccc1N1CCOCC1)c1cc2c(s1)CCCCC2	-70
37	O=C(N1CCOCC1)C12CCC3CC(CC(C3)C1)C2	0
38	CC(C)[C@H](NC(=O)c1ccccc1Cl)C(=O)OCC(=O)N1CCCCC1	-44
39	Cn1nnnc1SCCOc1ccc(C#N)cc1	-15
40	O=C(Nc1cccnc1)c1cnc2ccccc2n1	-89
41	CN(C[C@@H]1[C@H](c2ccccc2)[C@@H](CO)N1Cc1ccccn1)S(C)(=O)=O	-3[25 µM]
42	Cc1ccc(S(=O)(=O)c2cc(N3CCOCC3)nc(-c3ccccc3)n2)cc1	-7
43	COc1ccc(CNC(=O)C(C)N2C(=O)NC3(CCCCCCC3)C2=O)cc1 (stereo not given)	2
44	COc1ccc(C(O)c2ncc(-c3ccccc3Cl)[nH]2)cc1 (stereo not given)	8
45	CCCCn1c(SCC(=O)NC(=O)NCc2ccco2)nc2cc(S(N)(=O)=O)ccc21	5
46	COc1ccccc1/C=N/NC(=O)c1sc(C)nc1C	4
47	C[C@@H]1CN([C@H](C)CO)C(=O)c2c(c3ccccc3n2C)-c2ccccc2CO[C@@H]1CN(C)C(=O)Nc1ccccc1	8
48	CCC1CCCCN1CCCNC(=O)Cn1c(=O)c2cccn2c2cccnc21 (stereo not given)	11
49	O=C(COC(=O)/C=C/c1ccc(Cl)cc1)NCCN1C(=O)CSC1=O	-5
50	O=C(NCC(c1ccc(F)cc1)N1CCOCC1)c1cccnc1Sc1ccc(Cl)cc1 (stereo not given)	-22
51	O=C(COC(=O)c1ccc(F)c(S(=O)(=O)N2CCOCC2)c1)c1ccccc1	-5
52	Cn1c(=O)c2c(nc(CN3CCc4ccccc4C3)n2CC(=O)c2ccccc2)n(C)c1=O	-8
53	COc1ccc(NS(=O)(=O)c2cc(NC(=O)c3ccc(=O)[nH]n3)ccc2N2CCOCC2)cc1	13
54	Cc1ccc(Cn2ncc3c(N4CCCC4)ncnc32)cc1	2
55	c1ccc(Cn2nnc3c(N4CCc5ccccc5C4)ncnc32)cc1	20
56	Cc1ccc2c(c1)=N/C(=N\c1[nH]c(O)c3ccccc13)N=2	-77
57	CN(Cc1ccccc1)S(=O)(=O)c1nnc(NC(=O)c2ccccc2)s1	8
58	CC1(C)CC(N(Cc2ccccc2)C(=O)Cc2ccccc2)CCO1 (stereo not given)	4
59	Cn1cccc1Cc1nnc(SCC(=O)N2CCN(c3ccccc3)CC2)n1-c1ccc(F)cc1	10
60	O=C(CN1C(=O)COc2ccccc21)N1CCN(C2CCCCC2)CC1	6

(cont.)
cpd	SMILES	CD40 NFkB inh
61	CCn1ccnc1CN1CCC(n2nccc2NC(=O)CCc2ccccc2)CC1	0
62	CCSc1nc2ccccc2n1CC(N)=O	18
63	CCOC(=O)C1(CC2CC2)CCN(S(=O)(=O)/C=C/c2ccccc2)CC1	15
64	COc1ccc(C2C(=O)N(C3CCCCC3)CC(=O)N2Cc2ccco2)cc1 (stereo not given)	3
65	C[C@@H]1CN([C@H](C)CO)C(=O)CCCn2cc(nn2)CO[C@H]1CN(C)C(=O)C1CCCCC1	-8
66	CCc1ccccc1NC(=O)COc1ccc2c(c1)OCO2	-27
67	Cc1noc(C)c1NC(=O)N(C)C[C@@H]1OCc2cn(nn2)CCCC(=O)N([C@H](C)CO)C[C@@H]1C	4[25 µM]
68	CCOC(=O)c1ccc(N2C(=O)C(CC(=O)NC)N(CCc3ccc(OC)c(OC)c3)C2=S)cc1 (stereo not given)	15
69	COc1ccc(NC(=O)CCn2cc(C)c3ccccc32)cc1	-36
70	O=C(N/C(=C/C=C/c1ccccc1)C(=O)N1CCOCC1)c1ccccc1Cl	-1
71	C[C@H](CO)N1C[C@H](C)[C@@H](CN(C)CC2CC2)OCc2cnnn2CCCC1=O	-2
72	COc1ccc(-c2ccc([C@@H]3[C@H]4CN(CC5CCOCC5)CCCCN4[C@H]3CO)cc2)cc1	-20[25 µM]
73	CNCC(=O)Nc1ccc(OC(F)(F)F)cc1	14
74	CC(=O)c1cccc(S(=O)(=O)N2CCC(C(=O)N(C)Cc3ccc(Cl)s3)CC2)c1	-3
75	COc1ccccc1CNC(=O)C[C@@H]1C[C@@H]2c3cc(NC(=O)C4CCC4)ccc3O[C@@H]2[C@H](CO)O1	-10[25 µM]
76	O=C(CCCOc1ccccc1)Nc1cccc(C(=O)O)c1	-15
77	CN1C[C@H]2[C@@H](c3ccccc31)[C@H](CO)N2C(=O)CN1CCOCC1	0[25 µM]
78	CC(=O)NCCCNS(=O)(=O)c1ccc(C)cc1	14
79	CCCCSc1nc2c(c(=O)n1CC)SC(C)C2 (stereo not given)	5
80	Cn1cc(Br)c(-c2cccc(N3C(=O)CCCC3=O)c2)n1	11
81	Cc1ccc(NC(=O)CSc2ncc3ccccn23)cc1C	-27
82	Cc1cc(S(=O)(=O)N2CCOCC2)ccc1OCC(=O)N1CCCC1	5
83	C/C=C/c1ccc([C@H]2[C@@H](CO)N3C(=O)CN(C(=O)Nc4ccc(F)cc4)C[C@H]23)cc1	-2[25 µM]
84	C[C@@H]1CN([C@@H](C)CO)C(=O)c2c(c3ccccc3n2C)-c2ccccc2CO[C@@H]1CN(C)Cc1ccc(F)cc1	14
85	CN(C[C@H]1N[C@@H](CO)[C@@H]1c1ccccc1)C(=O)c1ccccn1	-7[25 µM]
86	COc1cc(C(=O)NCC(c2ccco2)N2CCCC2)ccc1OCc1ccccc1 (stereo not given)	2
87	Cc1ccc(Nc2ncccc2C(=O)O)cc1C	-63
88	CC(CC(=O)Nc1cccc(S(=O)(=O)N2CCCCC2)c1)c1ccccc1 (stereo not given)	5
89	O=C(NC1CCCN(Cc2ccccc2F)C1)c1cccs1 (stereo not given)	10
90	COc1ccc(NC(=O)C2(S(=O)(=O)c3ccc(C)cc3)CC2)cc1	-9

Continuation.
no. | SMILES | CD40 NFkB inh
91 | CN(C)C(=O)c1cccc(-c2ccc(C3[C@H]4CNC[C@@H]3N4S(=O)(=O)c3ccc(Cl)cc3)cc2)c1 (stereo not given in full) | 6&3
92 | CC(=O)Nc1cccc(NC(=O)CCN2C(=O)c3ccccc3S2(=O)=O)c1 | -2
93 | CCc1ccccc1Nc1nc(N)nc(COC(=O)C2=COCCO2)n1 | -22
94 | C[C@H]1CCCCO[C@@H](CN(C)Cc2ccc(C(F)(F)F)cc2)[C@@H](C)CN([C@@H](C)CO)C(=O)c2cc(NC(=O)Nc3cccc4ccccc34)ccc2O1 | 18[25 µM]
95 | CS(=O)(=O)N1[C@H](CO)[C@@H](c2ccc(C#CC3CC3)cc2)[C@@H]1C#N | -9
96 | COCC(=O)N1[C@H](C#N)[C@@H](c2ccccc2-c2ccc(C)cc2)[C@@H]1CO | -8[25 µM]
97 | CCOc1nc(N2CCOCC2)nc(N2CCOCC2)n1 | 8
98 | CC(C)(C)NC(=O)CN(C(=O)c1csnn1)c1cccc2c1CCCC2 | -7
99 | COC(=O)c1c(S(N)(=O)=O)c2ccccc2n1C | 5
100 | Cc1ccc(C)n1NC(=O)c1ccc(O)cc1 | -3
101 | Cc1nn(CC(=O)NC2CC2)c(C)c1S(=O)(=O)N(C)C | 5
102 | CSCC[C@H](NC(=O)CCn1nnc2ccccc2c1=O)C(=O)O | 6
103 | O=C(C1CCCC1)N1CC(=O)N2[C@@H](CO)[C@H](c3ccc(-c4cccnc4)cc3)[C@@H]2C1 | 4
104 | O=C(Nc1cc2c3c(c1)CC(=O)N3CCC2)c1ccccc1F | -15
105 | CCCCN(C=O)c1c(CC)nc2c(OCc3ccc(Cl)cc3Cl)cccn12 | 19
106 | C/C(=C/c1ccc(C(=O)O)cc1)c1ccc2c(c1)C(C)(C)CCC2(C)C | 11[25 µM]
107 | O=c1c(Cc2ccccc2)c(O)c2cccc3c4c(n1c23)CCCC4 | 14
108 | COC(=O)[C@@H](NC(=O)c1ccc(OC2CCN(Cc3ccccn3)CC2)cc1)C(C)C | 2
109 | COc1ccccc1-c1ccccc1[C@@H]1[C@@H](C#N)N(C(=O)CN(C)C)[C@@H]1CO | -4[25 µM]
110 | COc1ccccc1-n1ccnc(SCC(=O)NC2CCCCC2)c1=O | 4
111 | C/C=C/c1ccc([C@@H]2[C@H](CN(C)S(C)(=O)=O)N[C@@H]2CO)cc1 | 0[25 µM]
112 | O=C(CCN1CCN(CC(=O)Nc2ccccc2F)CC1)Nc1ccccc1F | 8
113 | O=C(CN1CCN(c2ccc(F)cc2)CC1)Nc1cccnc1Cl | 3
114 | COc1cccc(OC)c1C(=O)Nc1ccc2c(c1)n(C)c(=O)n2C | 1
115 | CC(C)N(c1ccccc1)c1ccc(NC(=O)CCl)cc1 | 14

Brought forward from above: five entries; new compounds follow.
no. | SMILES | CD40 NFkB inh
111 | C/C=C/c1ccc([C@@H]2[C@H](CN(C)S(C)(=O)=O)N[C@@H]2CO)cc1 | 0[25 µM]
112 | O=C(CCN1CCN(CC(=O)Nc2ccccc2F)CC1)Nc1ccccc1F | 8
113 | O=C(CN1CCN(c2ccc(F)cc2)CC1)Nc1cccnc1Cl | 3
114 | COc1cccc(OC)c1C(=O)Nc1ccc2c(c1)n(C)c(=O)n2C | 1
115 | CC(C)N(c1ccccc1)c1ccc(NC(=O)CCl)cc1 | 14
116 | CN(C)c1ccc(CN2CCC(C(=O)NC(c3ccc(F)cc3)c3ccc4ccccc4n3)CC2)cc1 (stereo not given) | -16
117 | Cc1ccc(NC(=O)C2CC2C)cc1S(=O)(=O)N1CCOCC1 (stereo not given) | 12
118 | Cc1ccccc1-c1ccc([C@H]2[C@H](CO)N3C(=O)CN(C(=O)Nc4cccc(F)c4)C[C@@H]23)cc1 | 23[25 µM]
119 | CCOC(=O)c1c(C)oc2cc(Cl)c(O)c(CN(C)C)c12 | -15
120 | O=S(=O)(c1ccccc1)N1CC[C@@H]2[C@H]1c1cc(C#CC3CCCCC3)ccc1N[C@@H]2CO | -4[25 µM]
121 | O=C(c1cc(-c2cccs2)on1)N1CCN(c2ccccc2)CC1 | -77
122 | CCC(CC)C(=O)NCc1ccc2c(c1)cc(C)n2C | 11

Shown field by field: part of the list above
26	CCN(C1CCS(=O)(=O)C1)S(=O)(=O)c1ccc2ccccc2c1 (stereo not given)
  CD40 NFkB inh: 2

56	Cc1ccc2c(c1)=N/C(=N\c1[nH]c(O)c3ccccc13)N=2
  CD40 NFkB inh: -77

85	CN(C[C@H]1N[C@@H](CO)[C@@H]1c1ccccc1)C(=O)c1ccccn1
  CD40 NFkB inh: -7[25 µM]

32	COCCN(C(=O)COC(=O)COc1ccc2ccccc2c1)c1c(N)n(Cc2ccccc2)c(=O)[nH]c1=O
  CD40 NFkB inh: -2

Screening results deposited in PubChem BioAssay by Broad Institute.

These rows are one share of the data (hit frequency here may not be typical).
